Source: PubChem BioAssay (several laboratories)
Bcl-B TR3 displacers – displacers of TR3 peptide from Bcl-B, primary screen, selectivity assay for Bfl-1 inhibitor project, biochemical, fluorescence polarization; FP displacement of FITC-TR3 peptide from Bcl-B; higher % means a stronger effect; displacement, % at 20 µM; hits with a dose series show IC50 in µM; actives 0.11% (n = 96,000); AID 748;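 active = displacement above 50% at 20 µM plus a fluorescence interference ratio under 1.5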;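 note: plate controls were wells without compound for no effect and wells lacking Bcl-B protein for full effect; a part of the inactive calls stands beside numbers as strong as those of hits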
PLAP inhibition – PLAP enzyme inhibitors, biochemical, luminescence, HTS (AID 690). purified PLAP, luminescent substrate; higher % means a stronger effect. inhibition, % at 20 µM; hits with a dose series show IC50 in µM. actives 0.08% (n = 96,000); in the data active = a potency from the dose series; inactive = the rest, 99 in 100 with inhibition below about 30%; note: strong numbers were not always called active
MRP reversal – reverses drug resistance mediated by MRP; actives 0.04% (n = 85,000); AID 602; differential viability (reversal), % at 10 µM; H69AR cells + 2 uM doxorubicin, CellTiter-Glo, 72 h;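 active = viability drop by adding the cancer drug above about 55%, with treated viability meeting a 40% cutoff, limit read from the data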;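 note: viability without doxorubicin minus viability with 2 µM doxorubicin for each compound; larger differential means the compound sensitizes cells more to doxorubicin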
NFkB transloc inh – blocks IL-1B driven NFkB nuclear translocation in HUVEC cells; HUVEC IL-1B NFkB p65 nuclear translocation imaging; actives 0.43% (n = 94,000); AID 796; inhibition, % at 2 µM;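 active = inhibition above about 30% together with a positive call from visual inspection of the well image, limit read from the data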;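 note: nuclear over cytoplasmic p65 intensity ratio measured by imaging; 0% = IL-1B stimulated DMSO wells and 100% = unstimulated DMSO wells; values of inactives mirror those of a sister screen read the other way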
IL1B NFkB pot – enhances IL-1B driven NFkB nuclear translocation; HUVEC IL-1B NFkB p65 nuclear translocation imaging; activation, % at 2 µM; actives 0.3% (n = 94,000);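 active = activation above 40%, about the mean plus 3 SD, also judged a hit on visual image review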;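 note: percent activation is computed from the nuclear over cytoplasmic p65 intensity ratio; values of inactives mirror those of a sister screen read the other way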
MRP reversal cytotoxicity – second read-out of MRP reversal, no call of its own (marks repeat the call); viability, %; H69AR cells, CellTiter-Glo, 72 h; measured here: cytotoxicity without doxorubicin
MRP reversal with doxorubicin – also measured in MRP reversal; calls as there; viability, %; measured here: viability with 2 uM doxorubicin; active compounds read low
NFkB transloc inh cell count 2 µM – also measured in NFkB transloc inh; calls as there; cell count; measured here: cells passing quality filter;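 raw number of nuclei counted in each imaged well without normalization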
IL1B NFkB pot cell count 2 µM – further read-out of IL1B NFkB pot, marked with its call; cell count; measured here: cells passing quality filter
Numbers without * were called inactive; x = no result given.

SMILES	Bcl-B TR3 displacers	PLAP inhibition	MRP reversal	MRP reversal cytotoxicity	MRP reversal with doxorubicin	NFkB transloc inh	NFkB transloc inh cell count 2 µM	IL1B NFkB pot	IL1B NFkB pot cell count 2 µM
Cc1ccc(C2C(C(=O)c3cccs3)=C(O)C(=O)N2CCN2CCOCC2)o1 (configuration not stated)	9%	-55%	12	92	80	-16	184	16	184
O=C(Nc1nnc(COc2ccc(F)cc2)s1)c1cccs1	-9%	-10%	11	99	88	-5	163	5	163
S=C1NC(c2ccccc2)N2C(=S)NC(c3ccccc3)N12 (configuration not stated)	-8%	12%	-19	45	63	-4	144	4	144
CC(C)N=C(NC#N)SCc1ccc(F)cc1	-2%	9%	10	106	97	-17	126	17	126
CCOc1ccc(N2CC(C(=O)Nc3ccccc3OC)CC2=O)cc1 (configuration not stated)	x	x	12	98	86	-13	70	13	70
CCOc1ccc(N=c2scc(-c3ccccc3)n2CCO)cc1	-6%	6%	5	71	65	-28	194	28	194
CCCOC1CCCN(C(=O)c2cc(Cl)c(Cl)cc2C(=O)O)C1 (configuration not stated)	-2%	-46%	-14	89	102	-18	166	18	166
COC(=O)c1ccccc1NC(=O)CN1C(=O)c2ccccc2S1(=O)=O	17%	18%	2	88	86	-2	154	2	154
Cc1ccc(S(=O)(=O)N2CCOCC2)cc1C(=O)Nc1nc(-c2cccnc2)cs1	-9%	5%	-10	69	79	-17	145	17	145
COc1cccc(CNC(=O)CN(c2cc(C)cc(C)c2)S(=O)(=O)c2c(C)noc2C)c1	-2%	-22%	5	94	89	-3	197	3	197

Next part, overlapping the part above by four compounds.
SMILES	Bcl-B TR3 displacers	PLAP inhibition	MRP reversal	MRP reversal cytotoxicity	MRP reversal with doxorubicin	NFkB transloc inh	NFkB transloc inh cell count 2 µM	IL1B NFkB pot	IL1B NFkB pot cell count 2 µM
CCCOC1CCCN(C(=O)c2cc(Cl)c(Cl)cc2C(=O)O)C1 (configuration not stated)	-2%	-46%	-14	89	102	-18	166	18	166
COC(=O)c1ccccc1NC(=O)CN1C(=O)c2ccccc2S1(=O)=O	17%	18%	2	88	86	-2	154	2	154
Cc1ccc(S(=O)(=O)N2CCOCC2)cc1C(=O)Nc1nc(-c2cccnc2)cs1	-9%	5%	-10	69	79	-17	145	17	145
COc1cccc(CNC(=O)CN(c2cc(C)cc(C)c2)S(=O)(=O)c2c(C)noc2C)c1	-2%	-22%	5	94	89	-3	197	3	197
COc1ccc(NC(=O)Nc2cccc(OC)c2)cc1	x	x	x	x	x	-2	100	3	100
Cc1c(Cl)cnc(NC(=O)COC(=O)CCS(=O)(=O)c2ccccc2)c1Cl	27%	-10%	-6	82	88	-7	129	7	129
Cc1noc(C)c1C(=O)Nc1sc2c(c1C(N)=O)CCCCC2	5%	5%	14	100	86	7	113	-7	113
O=C(NCc1ccccn1)Nc1ccc(F)cc1	2%	-8%	9	108	99	x	x	x	x
CCCCNC(=O)c1ccc(NS(=O)(=O)c2ccccc2)cc1	-16%	10%	19	102	82	-16	124	16	124
CN(C)c1ccc(-c2nc3ccccc3n2C)cc1	4%	5%	x	x	x	2	131	-2	131
Cc1ccc(NC(=S)NNC(=O)C2CC2c2ccc(C)cc2)cc1 (configuration not stated)	x	x	-4	90	94	-7	105	7	105
Cc1ccc(S(=O)(=O)/N=c2\sccn2C)cc1	4%	1%	-17	85	101	7	167	-7	167
CCc1c(C#N)c(SCCC(=O)Nc2cccc(OC)c2)nc2c1C(=O)CC(C)(C)C2	-54%	-50%	x	x	x	11	139	-11	139
O=C(/C=C/c1ccco1)Nc1ccc(Oc2ccccc2)cc1	-4%	4%	x	x	x	-3	189	3	189
C=CCn1c(N)c(S(=O)(=O)c2cccs2)c2nc3ccccc3nc21	1%	7%	-19	76	96	-4	106	4	106
Cc1ccc(C2C(C#N)=C(N)Oc3c2oc(CO)cc3=O)o1 (configuration not stated)	-17%	8%	-6	91	97	x	x	x	x
COc1ccc(C=NC(CO)C(O)c2ccc([N+](=O)[O-])cc2)cc1 (configuration not stated)	8%	-18%	8	97	90	-2	156	2	156
O=C(Nc1nc2ccc(Cl)cc2s1)c1ccco1	-3%	6%	-5	79	84	-8	145	8	145
COc1ccc(CCNC(=O)Cn2cnc3c(cnn3C(C)(C)C)c2=O)cc1OC	1%	-11%	11	98	87	-4	159	4	159
CCCOc1ccc(C2c3c(oc4cc(C)c(C)cc4c3=O)C(=O)N2CCCN(C)C)cc1 (configuration not stated)	2%	-32%	0	99	98	x	x	x	x
CCOc1ccc2nc(C)cc(C(=O)O)c2c1	-10%	5%	-3	105	108	-7	104	7	104
CCc1nn(C(C)C(=O)N2CCN(Cc3ccccc3)CC2)c(=O)c2cc3occc3n12 (configuration not stated)	-5%	-51%	x	x	x	x	x	x	x
CC1CCc2c(sc3ncnc(N4CCN(S(=O)(=O)c5cccc6nonc56)CC4)c23)C1 (configuration not stated)	x	x	14	84	69	-6	155	5	155
Cc1ccccc1/C(N)=N/OC(=O)/C=C/c1ccccc1	-4%	28%	-14	9	23	-2	136	2	136

Quoted at random: five records from the list, in no set order.
SMILES	Bcl-B TR3 displacers	PLAP inhibition	MRP reversal	MRP reversal cytotoxicity	MRP reversal with doxorubicin	NFkB transloc inh	NFkB transloc inh cell count 2 µM	IL1B NFkB pot	IL1B NFkB pot cell count 2 µM
Cc1noc(C)c1C(=O)Nc1sc2c(c1C(N)=O)CCCCC2	5%	5%	14	100	86	7	113	-7	113
COc1ccc(NC(=O)Nc2cccc(OC)c2)cc1	x	x	x	x	x	-2	100	3	100
Cc1ccc(S(=O)(=O)/N=c2\sccn2C)cc1	4%	1%	-17	85	101	7	167	-7	167
CCCOC1CCCN(C(=O)c2cc(Cl)c(Cl)cc2C(=O)O)C1 (configuration not stated)	-2%	-46%	-14	89	102	-18	166	18	166
S=C1NC(c2ccccc2)N2C(=S)NC(c3ccccc3)N12 (configuration not stated)	-8%	12%	-19	45	63	-4	144	4	144

Additional entries
SMILES	Bcl-B TR3 displacers	PLAP inhibition	MRP reversal	MRP reversal cytotoxicity	MRP reversal with doxorubicin	NFkB transloc inh	NFkB transloc inh cell count 2 µM	IL1B NFkB pot	IL1B NFkB pot cell count 2 µM
O=c1c2ccccc2nc2n1CCN2Cc1ccc(Cl)cc1	2%	2%	x	x	x	x	x	x	x
CC(NS(C)(=O)=O)C(c1cccs1)N1CCN(Cc2ccccc2)CC1 (configuration not stated)	3%	-43%	5	90	85	x	x	x	x
COCc1cc(=O)n2c(-c3ccccc3OC)n[nH]c2n1	6%	-3%	-7	83	90	x	x	x	x
COc1ccc(COC(=O)N/N=C(\C)CC(=O)Nc2c(C)cc(C)cc2C)cc1	-8%	11%	x	x	x	-2	114	2	114
C/C(=N\NC(=O)c1ccc(OC2CCCC2)cc1)c1ccc(C)s1	-11%	4%	x	x	x	-10	152	10	152
CCNc1nc(NCC)nc(-n2nc(C)cc2C)n1	8%	-18%	2	5	2	x	x	x	x
COC(=O)Nc1ccc(S(=O)(=O)Nc2cccc3ccccc23)cc1	x	x	-32	35	68	-19	154	19	154
O=C(O)c1cnc(-c2ccccc2)nc1Sc1ccc(Cl)cc1Cl	4%	-22%	x	x	x	-4	156	4	156
CC(C)(C)OC(=O)C1C(=O)CC(C)(O)C(C(=O)OC(C)(C)C)C1c1cccnc1 (configuration not stated)	10%	-50%	39	73	34	-6	155	6	155
O=C(NCc1ccc2c(c1)OCO2)C1CCN(S(=O)(=O)c2ccc(Br)s2)CC1	5%	19%	-1	97	98	-11	67	11	67
CC(CCc1ccccc1)C(=O)NO (configuration not stated)	5%	21%	-11	77	88	-7	133	7	133
COc1ccc(OC)c(N=c2oc3cc(O)ccc3cc2C(N)=O)c1	-6%	-9%	-7	44	51	-2	157	2	157
CN(C1=C(N2CCCCC2)C(=O)c2ccccc2C1=O)c1ccccc1	22%	26%	14	64	50	-7	189	7	189
CCC(=O)NC(Nc1sc2c(c1C(=O)OC)CCN(C)C2)(C(F)(F)F)C(F)(F)F	x	x	-17	77	94	-19	117	19	117
O=C1CCC(=O)N1c1nc2nc(-c3ccccc3)cc(-c3ccccc3)n2n1	-8%	-39%	-21	103	124	x	x	x	x
O=C(CN(C(=O)Cn1nnc(-c2cccs2)n1)c1cnc2ccccc2c1)NCC1CCCO1 (configuration not stated)	2%	-40%	6	88	82	x	x	x	x
COCCNc1oc(-c2ccc(C)cc2)nc1C#N	1%	-32%	18	105	86	-2	59	1	59
Cn1c(N2CCOCC2)nc2c1c(=O)n(Cc1ccc(Cl)c(Cl)c1)c(=O)n2C	-12%	-54%	30	63	32	-10	116	10	116
Cc1nc2ccc(C(C(F)(F)F)(C(F)(F)F)C(F)(F)F)cc2[nH]1	2%	-33%	0	94	94	-7	87	7	87
O=C1CC(N2CCC(c3nc4ccccc4o3)CC2)C(=O)N1c1ccc(Cl)cc1 (configuration not stated)	x	x	-1	98	99	-7	158	7	158
CCOC(=O)N1CCN(Cc2nc3c(c(=O)n(C)c(=O)n3C)n2Cc2ccc(F)cc2)CC1	4%	-39%	5	65	60	-2	70	2	70
CCOC(=O)/C=c1\s/c(=C\c2ccc3c(c2)OCCO3)c(=O)n1CC(=O)NCC1CCCO1 (configuration not stated)	-110%	-62%	4	86	83	0	172	0	172
Cc1cccc(OCc2nnc(SCC(=O)c3cccs3)n2C)c1C	2%	-22%	-2	94	96	-8	193	8	193
CC(=O)c1c(C)[nH]c(C(=O)CSc2nnc(-c3ccccc3)n2Cc2ccc3c(c2)OCO3)c1C	6%	18%	-13	20	33	-6	129	6	129
CC(C)(C)NC(=O)CCC1COc2ccccc2O1 (configuration not stated)	-3%	21%	5	92	87	-8	151	8	151
Cc1cccc(NC2=NC3(CCCCC3)N=C(N)N2)c1C	24%	-62%	-3	90	94	0	101	0	101
CCN(CC)CC(=O)NCC1(c2ccccc2)CCOCC1	7%	5%	6	95	89	-1	54	1	54
CC[n+]1c(/C=C/Nc2ccccc2)oc2ccccc21	-108%	6%	x	x	x	-13	117	13	117
CCOC(=O)C(CSCC(=O)c1ccc(Cl)cc1Cl)NC(=O)OC(C)(C)C (configuration not stated)	-20%	-103%	1	94	92	2	84	-2	84
Cc1n[nH]c(C)c1S(=O)(=O)N1CCCC(C(=O)Nc2ccc3c(c2)OCCO3)C1 (configuration not stated)	-8%	-45%	9	95	86	-13	199	13	199

Only part of the results is shown; the hit share may differ from the screen's.
